Pf growth 96h – Primary qHTS for delayed death inhibitors of the malarial parasite plastid, 96 hour incubation | P. falciparum luciferase reporter growth, 96 h | Potency, µM (series often up to 28.7 µM), for the others: at the top dose activity change, negative = inhibition, hits mostly inhibitors | 6.9% of 320,000 active | AID 504834, 2011; further: potency means the concentration at half of the fitted maximal effect; on the % scale 0 is the no-effect control and ±100 the full control effect
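Two-generation exposure (96 h) targets delayed-death phenotype. Reporter parasites carrying integrated firefly luciferase, in red cells at 2% hematocrit and 0.05% parasitemia final, kept at 37 C, 5% CO2; luminescence loss indicates inhibition.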
Pf growth 48h – Primary qHTS for delayed death inhibitors of the malarial parasite plastid, 48 hour incubation | P. falciparum luciferase growth in erythrocytes, 48 h | Potency, µM (highest dose often 28.7 µM), without a hit: top-dose activity change, negative = inhibition, hits mostly inhibitors | 5.9% of 310,000 active; further: potency means the concentration at half of the fitted maximal effect; on the % scale 0 is the no-effect control and ±100 the full control effect
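Here the parasites carry a stable luciferase gene and grow inside erythrocytes in Albumax-based RPMI medium with compound for one erythrocytic cycle. Activity is scored as loss of luminescent signal.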
Sm TGR inh – qHTS Assay for the Inhibitors of Schistosoma Mansoni Peroxiredoxins; Schistosoma mansoni thioredoxin glutathione reductase (TGR), Q962Y6; purified TGR, DTNB reduction, TNB absorbance 405 nm; Potency, µM (top dose mostly 114 µM), without a hit: top-dose activity change, negative = inhibition, actives largely listed as inhibitors; 3% of 360,000 active; further: potency means the concentration at half of the fitted maximal effect; on the % scale 0 is the no-effect control and ±100 the full control effect; nearly all actives have a fitted effect of over 60% in size
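Kinetic colorimetric format: TGR-catalysed, NADPH-driven DTNB reduction monitored via TNB absorbance. Enzyme dispensed at 20 nM; compound exposure 15 min at room temperature before reaction start.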
Shiga toxin inh – A qHTS for Small Molecule Inhibitors of Shiga Toxin; inhibition, % at 38.7 µM; 9.2% of 290,000 active; Vero cells, Shiga toxin protein synthesis inhibition reporter; in the data active means inhibition mostly above about 28%, no sharp cut-off; inactive means mostly below about 43%; further: 0% is about no effect
FBPA Giardia inh – qHTS Assay for Inhibitors of Fructose-1,6-bisphosphate Aldolase from Giardia Lamblia | A8B2U2 | purified Giardia FBPA | Potency, µM (doses to about 59.6 µM), for the others: top-dose activity, negative = inhibition, usual class: inhibitors | 0.71% of 290,000 active; further: potency means the concentration at half of the fitted maximal effect; on the % scale 0 is the no-effect control and ±100 the full control effect; nearly all actives have a fitted effect of over 55% in size
Target sequence (A8B2U2 whole entry, looked up): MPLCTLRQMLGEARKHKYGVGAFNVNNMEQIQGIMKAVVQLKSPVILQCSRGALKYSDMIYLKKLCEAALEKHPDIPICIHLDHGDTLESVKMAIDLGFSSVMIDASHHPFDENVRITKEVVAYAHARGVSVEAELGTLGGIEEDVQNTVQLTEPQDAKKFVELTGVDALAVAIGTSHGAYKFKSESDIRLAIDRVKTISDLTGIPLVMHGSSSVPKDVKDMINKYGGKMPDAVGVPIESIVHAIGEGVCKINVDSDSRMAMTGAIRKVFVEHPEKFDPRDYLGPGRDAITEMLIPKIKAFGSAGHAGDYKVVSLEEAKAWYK
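40 nM FBPA preincubated 10 min at RT with compound (up to 57.5 uM final), then substrate plus GAPDH/TPI/NAD/arsenate coupling and diaphorase/resazurin added. Fluorescence read after 20 min at RT, 525/598 nm.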
CHX counter – Cycloheximide Counterscreen for Small Molecule Inhibitors of Shiga Toxin; max response, %; cell reporter, cycloheximide protein synthesis inhibition counterscreen; 12% of 300,000 active; in the data active means max response mostly above about 13%, no sharp cut-off; inactive means mostly below about 14%; further: read at 38.3 µM for the half of the compounds with a filed dose; 0% is about no effect
An asterisk follows results filed as active; ? = inconclusive; . = no result given; & = joins results of further samples; [ ] = another dose, or the depositor's remark. Unless noted, the call rests on the fitted dose curve; in most records, active means well fitted curve in the direction sought with a large enough effect; inconclusive means small, poorly fitted or top-dose-only effect, or another doubt; inactive means no such curve, though single readings can be large; an effect the other way counts as inactive or inconclusive.

Abbreviations – A = Pf growth 96h; B = Pf growth 48h; C = Sm TGR inh; D = Shiga toxin inh; E = FBPA Giardia inh; F = CHX counter
1. O=C(COc1ccccc1)Nc1c2c(nn1-c1ccccc1)CS(=O)C2 (stereo unspecified)
  A: 2% | B: 20% | C: -2% | D: -24 | E: . | F: -1

2. CCOC(=O)c1c(C)[nH]c(C(=O)OCc2csc(CC(=O)Nc3ccccc3C)n2)c1C
  A: 12µM* | B: 9.3µM* | C: -3% | D: . | E: . | F: .

3. O=C(CSc1nnnn1-c1ccccc1)CC(=O)Nc1ccc(Cl)cc1
  A: -8% | B: -40% | C: -12% | D: 17 | E: ? | F: 8

4. COC(=O)c1ccccc1NC(=O)CNC(=O)c1ccco1
  A: ? | B: 9% | C: -5% | D: -12 | E: 3% | F: -4

5. CC(C)(C)NCC(=O)c1c[nH]c2ccccc12
  A: 46%[activator] | B: 29% | C: 17% | D: 13 | E: 0% | F: -1

6. Cc1ccc(S(=O)(=O)N2CCC(C(=O)NCc3ccccc3Cl)CC2)cc1
  A: 10µM* | B: . | C: 10%&0% | D: 4 | E: 7% | F: -2

7. N/C(=N\OC(=O)CCCc1ccccc1)c1ccccn1
  A: -27% | B: 16% | C: 0% | D: 54* | E: 12% | F: 35*

8. O=S(=O)(N1CCOCC1)N1CCN(c2ccc(F)cc2)CC1
  A: -9% | B: . | C: 3% | D: -28 | E: 3% | F: -5

9. O=C(O)COc1ccccc1/C=N/NC(=O)c1ccc2c(c1)OCCO2
  A: ? | B: 17% | C: 4% | D: -9 | E: . | F: -4

10. Fc1ccc(CN2CCSCC2)cc1F
  A: 0% | B: -24% | C: 5% | D: -5 | E: -11% | F: 2

11. COCCNC(=S)N1CCN(C)CC1
  A: 32%[activator] | B: 3% | C: 5% | D: -3 | E: ? | F: -5

12. CCOC(=O)C1(Cc2ccccc2)CCN(Cc2ccon2)CC1
  A: ? | B: ? | C: 2% | D: -9 | E: 7% | F: -2

13. O=C(O)[C@H](Cc1ccccc1)N1C(=O)c2c(Cl)c(Cl)c(Cl)c(Cl)c2C1=O
  A: 15% | B: 42%[activator] | C: -19% | D: -9 | E: ? | F: 2

14. CCOC(=O)c1[nH]c2ccccc2c1N=C(C)N(CC)CC
  A: . | B: -5% | C: -3% | D: -8 | E: 2% | F: -3

15. O=C(NCc1ccccn1)Nc1cccc(NC(=O)NCc2ccccn2)c1
  A: ? | B: 3% | C: -2% | D: 12 | E: -6% | F: 5

16. CC1CN(CCOc2ccccc2[N+](=O)[O-])CC(C)O1 (stereo unspecified)
  A: -9% | B: 8% | C: . | D: 26 | E: ? | F: -1

17. CCOC(=O)C1=C(COC(=O)/C=C/c2ccc(OC)cc2)NC(=O)NC1C (stereo unspecified)
  A: 7% | B: ? | C: -1% | D: . | E: . | F: .

18. O=C(N1CCCCC1)N1CCCN(C(=O)N2CCCCC2)CC1
  A: -5% | B: 11% | C: 10% | D: 8 | E: 2% | F: -1

19. CC1(C)Cc2nc3sc(C(=O)NCCCO)c(N)c3cc2CS1
  A: 1% | B: 30% | C: . | D: 26 | E: -11% | F: 31*

20. COC(=O)C1=C(C)Nc2[nH]c(=S)[nH]c(=O)c2C1c1ccc(OC)cc1 (stereo unspecified)
  A: 6% | B: 7% | C: . | D: 24 | E: ? | F: -4

21. Cc1cccc(CC2CC(=O)N(C3CCCCC3)C2=O)c1 (stereo unspecified)
  A: . | B: 7% | C: -1% | D: 5 | E: -4% | F: 4

22. Cc1ncc2c(n1)-c1cc(F)ccc1SC2
  A: 2% | B: . | C: -7% | D: -2 | E: 2% | F: -4

23. CN(c1nc2nonc2nc1NC1CC1)C1CCOC1 (stereo unspecified)
  A: 23% | B: ? | C: 0% | D: -5 | E: -6% | F: -2

24. Cc1sc2c(c1C)c(=O)n(-c1ccc(F)cc1)c(=O)n2CC(=O)NCc1ccco1
  A: 27% | B: 16% | C: 0% | D: 10 | E: 1% | F: -2

25. CC(C)C(=O)Nc1c(C(=O)c2ccc(F)cc2)oc2ccccc12
  A: 176%[activator] | B: . | C: -21% | D: -4 | E: 0% | F: -2

26. C(=N\Nc1nc(-c2ccccc2)cs1)/c1cccs1
  A: ? | B: -79% | C: -24% | D: 105* | E: -16% | F: 68*

27. COc1ccccc1-c1nnc(NC(=O)Cc2ccccc2)o1
  A: ? | B: 3% | C: -3% | D: -5 | E: 3% | F: 1

28. Cc1ccc(C)c(NC(=O)CN(C)C(=O)c2cc(S(=O)(=O)N3CCOCC3)ccc2N2CCCC2)c1
  A: ? | B: ? | C: 0% | D: -12 | E: . | F: 2

29. C=COCCCNc1ncnc2sc(-c3ccccc3)cc12
  A: ? | B: -5% | C: 8% | D: -11 | E: 12% | F: 0

30. Clc1ccc(N2CCN(Cc3ccco3)CC2)cc1
  A: ? | B: 1% | C: 0% | D: 26 | E: ? | F: 8

31. Cc1ccc(C2=N/C(=C\c3cccc(F)c3)C(=O)O2)cc1
  A: 232%[activator] | B: ? | C: -17% | D: 10 | E: 3% | F: -1

32. O=C(O)CSc1nnc(Cc2ccccc2)n1-c1ccccc1
  A: . | B: 13% | C: 0% | D: -13 | E: 17% | F: -3

33. O=C(CNCC(=O)Nc1ccc(F)c(F)c1F)Nc1ccc(F)c(F)c1F
  A: 57%[activator] | B: -1% | C: 4% | D: -4 | E: -10% | F: 1

34. O=C(COC(=O)c1ccc(S(=O)(=O)NCc2ccco2)cc1)Nc1ccc(OC(F)F)cc1
  A: 9% | B: . | C: -20% | D: 14 | E: -1% | F: 11

35. CCN(CC)CCN1C(=O)C2C(C(=O)Nc3ccc(Br)cc3)C3C=CC2(O3)C1C(=O)NC1CCCCC1 (stereo unspecified)
  A: ? | B: ? | C: -11% | D: -12 | E: -5% | F: -6

36. CCN(CC)CCNc1ncnc2c1sc1nc(N3CCOCC3)c3c(c12)CCCC3
  A: ? | B: 9.3µM* | C: 13% | D: -6 | E: -10% | F: -1

37. Brc1ccc2c(c1)C(C1=NCCN1)c1ccccc1CS2 (stereo unspecified)
  A: ? | B: ? | C: 1% | D: -2 | E: -24% | F: -1

38. O=C(N/N=C/c1cccc(Cl)c1)C(c1ccncc1)N1CCOCC1 (stereo unspecified)
  A: ? | B: 18% | C: 6% | D: 28 | E: 4% | F: 1

39. CCCCc1ccc(NC(=S)NCCCN2CCOCC2)cc1
  A: -3% | B: -23% | C: 50µM* | D: -8 | E: ? | F: 12

40. COc1ccc(C)cc1N(CC(=O)Nc1cccc(N(C)S(C)(=O)=O)c1)S(C)(=O)=O
  A: . | B: -19% | C: -1% | D: -1 | E: -1% | F: -3

41. Cc1ccc(NS(=O)(=O)c2ccc3c(c2)NC(=O)CCS3)cc1C
  A: ? | B: 13µM* | C: -10%&3% | D: 14 | E: . | F: 2

42. CCOc1cc(CNCCN2CCOCC2)ccc1OCc1ccccc1Cl
  A: ? | B: ? | C: 0% | D: 11 | E: -9% | F: 2

43. C=CCSc1nc2sc3c(c2c(=O)n1CC=C)CCc1ccccc1-3
  A: 25% | B: -10% | C: 3% | D: -9 | E: -26% | F: 0

44. COc1ccc(-c2noc(CCC(=O)N3CCC(C)CC3)n2)cc1
  A: . | B: 29% | C: 4% | D: -2 | E: -7% | F: 11

45. CCCn1c(N)c(N(CCOC)C(=O)COC(=O)c2ccccc2NCCO)c(=O)[nH]c1=O
  A: 28% | B: 40%[activator] | C: -7% | D: . | E: . | F: .

46. CC(=O)NC(Cc1ccc(C)cc1)C(=O)NC1CCN(C(=O)c2ccc([N+](=O)[O-])cc2)CC1 (stereo unspecified)
  A: -5% | B: 9% | C: -1% | D: -8 | E: 3% | F: -3

47. COc1cc(CNn2nnnc2N)cc(Br)c1OCc1c(Cl)cccc1Cl
  A: ? | B: . | C: -3% | D: 41 | E: -11% | F: -3

48. CC(C)Cc1nnc(NC(=O)CCC(=O)NCCc2ccccc2)s1
  A: 54% | B: 8% | C: -8% | D: -15 | E: 18% | F: 16

49. COc1ccc(OC)c(CCNC(=O)CCCC(=O)n2ncc3cc(C)ccc32)c1
  A: 5% | B: -17% | C: 14% | D: 7 | E: 6% | F: 6

50. COc1c(C)cc(C(=O)C2CCCN(Cc3ccc(Oc4ncccn4)cc3)C2)cc1C (stereo unspecified)
  A: -29% | B: ? | C: 1% | D: -10 | E: 1% | F: 1

The last 6 compounds of the section before are carried over, then new ones follow.
Abbreviations – A = Pf growth 96h; B = Pf growth 48h; C = Sm TGR inh; D = Shiga toxin inh; E = FBPA Giardia inh; F = CHX counter
45. CCCn1c(N)c(N(CCOC)C(=O)COC(=O)c2ccccc2NCCO)c(=O)[nH]c1=O
  A: 28% | B: 40%[activator] | C: -7% | D: . | E: . | F: .

46. CC(=O)NC(Cc1ccc(C)cc1)C(=O)NC1CCN(C(=O)c2ccc([N+](=O)[O-])cc2)CC1 (stereo unspecified)
  A: -5% | B: 9% | C: -1% | D: -8 | E: 3% | F: -3

47. COc1cc(CNn2nnnc2N)cc(Br)c1OCc1c(Cl)cccc1Cl
  A: ? | B: . | C: -3% | D: 41 | E: -11% | F: -3

48. CC(C)Cc1nnc(NC(=O)CCC(=O)NCCc2ccccc2)s1
  A: 54% | B: 8% | C: -8% | D: -15 | E: 18% | F: 16

49. COc1ccc(OC)c(CCNC(=O)CCCC(=O)n2ncc3cc(C)ccc32)c1
  A: 5% | B: -17% | C: 14% | D: 7 | E: 6% | F: 6

50. COc1c(C)cc(C(=O)C2CCCN(Cc3ccc(Oc4ncccn4)cc3)C2)cc1C (stereo unspecified)
  A: -29% | B: ? | C: 1% | D: -10 | E: 1% | F: 1

51. COCCCNC(=O)Nc1ccc(Br)cc1Cl
  A: ? | B: 48%[activator] | C: 1% | D: 49* | E: 1% | F: 37*

52. COc1ccc(OCC(=O)Nc2c3c(nn2C(C)(C)C)CSC3)cc1
  A: -35% | B: 51%[activator] | C: -8% | D: 14 | E: 2% | F: 3

53. Cc1cccc(NC(=O)CN2CCCCCC2)c1
  A: 20% | B: 23% | C: 14% | D: 19 | E: -27% | F: 6

54. CCN(CC)CCOc1cccc(C(C)C)c1
  A: -8% | B: -1% | C: 3% | D: -7 | E: -2% | F: -2

55. COC(=O)c1ccc(CSc2nc3ccccc3o2)cc1
  A: 57%[activator] | B: 181%[activator] | C: -3% | D: 55* | E: 1% | F: 30*

56. CC(C)(C)c1ccc(CN2C(=O)CSC2=O)cc1
  A: ? | B: -20% | C: -7% | D: 5 | E: -9% | F: 6

57. Cc1ccccc1NS(=O)(=O)c1ccc(OCC(=O)N2CCCCC2)cc1
  A: . | B: -16% | C: -7% | D: -6 | E: 8% | F: -3

58. COCCN(C(=O)c1ccc(-c2ccc([N+](=O)[O-])cc2)o1)c1c(N)n(CC(C)C)c(=O)[nH]c1=O
  A: 2% | B: 11% | C: -1% | D: . | E: . | F: .

59. COc1ccc(C(=O)Nc2cccnc2)cc1OC
  A: -1% | B: 35%[activator] | C: ? | D: 23 | E: -6% | F: 13*

60. COc1ccc(-c2c(C)n([O-])c3c([n+]2=O)CCCC3)cc1OC
  A: ? | B: 11% | C: . | D: -2 | E: 10% | F: -1

61. CCN(CC(=O)NC1CCCCC1)S(=O)(=O)c1ccc(Cl)cc1
  A: . | B: ? | C: 4% | D: 3 | E: 2% | F: 6

62. COC(=O)c1ccc(NC(=O)CN2CCN(S(=O)(=O)c3cc(Cl)ccc3OC)CC2)cc1
  A: ? | B: ? | C: ? | D: 6 | E: -16% | F: -3

63. Cc1nnc2ccc(N3CCN(C)CC3)nn12
  A: 13% | B: 0% | C: 3% | D: 12 | E: 5% | F: -4

64. O=C1CC(c2ccc(Cl)cc2)n2nc(NS(=O)(=O)c3ccc(F)cc3)nc2N1 (stereo unspecified)
  A: 0% | B: ? | C: 12% | D: 4 | E: -1%[12.9 µM] | F: 0
